# From PubChem
# EPAC2 agonist – activates human EPAC2 exchange factor. Q8WZA2. EPAC2 activation, biochemical qHTS; response scale: 100% = 6.5 mM cAMP response. Potency, µM (titrated, usually from 154 µM), inactives show top-dose activation, hits mostly activators. 0.079% of 360,000 active. AID 720711; also: nearly all actives have a fitted effect of over 50% in size
#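 Readout is BODIPY fluorescence (480 nm excitation, 540 nm emission), which falls as labeled GDP is exchanged off Rap1B. EPAC2 at 100 nM acted on 250 nM RAP1B-BODIPY-GDP with 50 uM GDP present.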
# EPAC2 antagonist – blocks human EPAC2 exchange factor; EPAC2 GEF exchange of Rap1B-BODIPY-GDP, fluorescence; Potency, µM (titrated, usually from 114 µM), for the others: at the highest dose activity, negative = inhibition, actives largely listed as inhibitors; 0.18% of 360,000 active; also: % is scaled to controls: 0 for no effect and ±100 for the full control effect; nearly all actives have a fitted effect of over 45% in size; many of its hits are not listed in these tables
# aSyn rescue – rescues yeast growth from alpha-synuclein toxicity | Yeast expressing alpha-synuclein, growth rescue, BacTiter-Glo, 24 h | Potency, µM (series often up to 46.1 µM), for the others: at the top dose growth rescue (activation), most hits filed as activators | 0.14% of 370,000 active; also: % of control where 0% means no effect; nearly all actives have a fitted effect of over 65% in size
#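 Screening used galactose-induced yeast with toxic alpha-synuclein levels, exposed to compound for 24 hr at 30 deg C. Cell growth, read with BacTiter-Glo luminescence, gave the measured signal.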
# FUS yeast rescue – FUS proteinopathy suppression in yeast | S. cerevisiae FUS-expressing, growth rescue, OD600, 24 h | Potency, µM (titrated, usually from 76.6 µM), inactives show at the highest dose growth rescue (activation), actives largely listed as activators | 0.24% of 390,000 active | AID 1347120;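 also: plate controls were DMSO vehicle for no effect and reference control for full effect; nearly all actives have a fitted effect of over 55% in size; some results filed as inactive show a strong effect at the top dose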
#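 Restored growth of FUS-toxic S. cerevisiae, read as 600 nm absorbance after 24 h at 30C in galactose medium (starting OD 0.005). Controls CP55940 and DMSO.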
# PTHR1 ag – activates the human parathyroid hormone receptor PTHR1; AID 743266; HEK293 GP2 PTHR1 cells, GloSensor cAMP luminescence, 1 h; Potency, µM (top dose mostly 115 µM), for the others: top-dose activation, most hits filed as activators; 0.075% of 410,000 active; also: nearly all actives have a fitted effect of over 55% in size; some results filed as inactive show a strong effect at the top dose; inactives centre near -15; many of its hits are not listed in these tables
#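 HEK-293-derived GP2 cells expressing PTHR1 and a GloSensor cAMP reporter, 3,000/well, plated overnight, given luciferin plus IBMX (each 0.5 mM as added) for 1 h at 37 °C, then compound for 1 h at 37 °C. Luminescence was read after 15 min at room temperature.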
# TDP43 rescue – inhibitors of TDP-43 toxicity in yeast; TDP-43 expressing yeast growth rescue, BacTiter-Glo, 24 h; Potency, µM (doses to about 46.1 µM), inactives show top-dose growth rescue (activation), actives largely listed as activators; 1.8% of 410,000 active; also: % of control where 0% means no effect; nearly all actives have a fitted effect of over 50% in size
#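 Cell-based yeast growth screen: TDP-43 expression induced in galactose, inoculum OD600=0.02 after raffinose pregrowth to mid-log. Read-out BacTiter-Glo luminescence at 24 hr, 30 deg C; inhibition of toxicity seen as signal increase.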
# EPAC1 agonist – EPAC1 (human) agonism. EPAC1 agonist qHTS, biochemical assay; response scale: 100% = response to 6.5 mM cAMP. Potency, µM (doses to about 154 µM), for the others: top-dose activation, usual class: activators. 0.073% of 360,000 active. AID 720707; also: nearly all actives have a fitted effect of over 60% in size
# Target sequence (O95398 whole entry, looked up): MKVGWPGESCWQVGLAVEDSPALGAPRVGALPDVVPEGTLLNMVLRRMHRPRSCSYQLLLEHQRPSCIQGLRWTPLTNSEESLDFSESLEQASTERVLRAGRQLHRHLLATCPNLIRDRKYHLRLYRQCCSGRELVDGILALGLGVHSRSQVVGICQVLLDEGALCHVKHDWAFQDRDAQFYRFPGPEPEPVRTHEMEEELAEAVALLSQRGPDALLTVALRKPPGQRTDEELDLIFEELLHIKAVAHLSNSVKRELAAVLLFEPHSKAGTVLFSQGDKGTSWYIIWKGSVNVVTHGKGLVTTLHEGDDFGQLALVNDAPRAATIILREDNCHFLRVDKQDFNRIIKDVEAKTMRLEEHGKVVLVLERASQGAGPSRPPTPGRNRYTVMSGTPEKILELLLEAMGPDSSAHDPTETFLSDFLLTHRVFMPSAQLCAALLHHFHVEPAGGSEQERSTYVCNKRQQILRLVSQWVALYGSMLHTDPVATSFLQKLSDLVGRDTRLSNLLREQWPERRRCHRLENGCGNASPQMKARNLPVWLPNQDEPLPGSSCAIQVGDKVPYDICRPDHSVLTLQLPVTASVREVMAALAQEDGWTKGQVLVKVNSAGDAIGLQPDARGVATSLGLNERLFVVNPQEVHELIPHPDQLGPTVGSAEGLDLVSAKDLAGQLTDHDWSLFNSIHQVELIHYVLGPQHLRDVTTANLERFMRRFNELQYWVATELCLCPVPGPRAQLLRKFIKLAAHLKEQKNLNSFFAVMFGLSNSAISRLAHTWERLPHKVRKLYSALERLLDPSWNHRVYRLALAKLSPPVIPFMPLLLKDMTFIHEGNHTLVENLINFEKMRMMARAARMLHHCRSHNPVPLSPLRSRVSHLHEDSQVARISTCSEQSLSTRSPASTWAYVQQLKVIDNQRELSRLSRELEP
#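 Compounds were pinned as a concentration titration into mixtures of EPAC1 (100 nM), BODIPY-GDP-loaded Rap1B (250 nM) and GDP (50 uM). After 5 min at room temperature, fluorescence was followed for 30 min; activity was scaled to 6.5 mM cAMP.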
# EPAC1 antag – blocks human EPAC1 exchange factor; O95398; EPAC1 GEF assay, Rap1b-BODIPY-GDP exchange fluorescence; Potency, µM (series often up to 115 µM), for the others: at the top dose activity change, negative = inhibition, usual class: inhibitors; 0.14% of 360,000 active; AID 720709;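 also: plate controls were vehicle for no effect and positive control for full effect; nearly all actives have a fitted effect of over 50% in size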
# Starred values were filed as active, the others as inactive; i = inactive; ? = inconclusive; . = not tested or not shown; & = joins results of further samples; [ ] = another dose, or the depositor's remark. Calls follow the shape of the dose curve; as a rule, active = well fitted curve in the direction sought with a large enough effect; inconclusive = small, poorly fitted or top-dose-only effect, or another doubt; inactive = no such curve, though single readings can be large; an effect the other way counts as inactive or inconclusive. Potency is read from the fitted curve at half-maximal effect. Only part of the results is shown, so the mix of outcomes need not match the whole.
canonical_smiles,EPAC2 agonist,EPAC2 antagonist,aSyn rescue,FUS yeast rescue,PTHR1 ag,TDP43 rescue,EPAC1 agonist,EPAC1 antag
Cc1c(C(=O)CN2CCOCC2)[nH]c2ccccc12,12%[15.6 µM],5%,1%,-7%,i,-2%,0%,0%
Cc1ccc(CNC(=O)CSc2ncc(S(=O)(=O)c3ccc(C)c(Cl)c3)c(=O)[nH]2)cc1,.,.,-3%,-12%,-9%,23%,.,.
O=S(=O)(c1ccc2c(c1)OCCO2)N1CCN(S(=O)(=O)c2ccco2)CC1,-2%,6%,.,2%,-23%,.,1%,1%
CN(C)CCCNc1ccc(-c2n[nH]c(=O)c3ccccc23)cc1[N+](=O)[O-],-2%,4%,-1%,13%,i,12%,-1%,-10%
O=C(C1CCCN(S(=O)(=O)c2ccc(Cl)cc2)C1)N(Cc1cccs1)C1CC1 (configuration not stated),7%,-1%,3%,?,-9%[57.5 µM],6%,0%,0%
COc1ccc(CCNC(=O)c2c(O)c3cccc4c3n(c2=O)CC4)cc1OC,1%,3%,3%,6%,-14%[57.5 µM],-3%,8%,1%
COc1ccc(NC(C)=O)cc1S(=O)(=O)Nc1ccc(OCc2ccccc2)cc1,12%,-14%,-2%,?,-21%,-17%,14%,-14%
COc1cccc(N2CCN(Cc3nc(N)nc(Nc4ccccc4)n3)CC2)c1,14%,-1%,-2%,16%,-13%[57.5 µM],1%,0%,-12%
COCc1nnc(NS(=O)(=O)c2ccc(Cl)cc2)s1,10%,3%,0%,5%,i,8%,6%,5%
O=C1NC(Cc2ccccc2)c2nc3cc(F)c(F)cc3c(=O)n2-c2cc3ccccc3cc21 (configuration not stated),-10%,9%,10%,?,-8%,12%,-17%,-2%
O=C(CCC(=O)c1ccc(Br)cc1)Nc1ccc(F)cc1,-7%,1%,9%,0%,i,-11%[1.82 µM],-6%,5%
COc1ccc(-c2ccc(SCC(=O)N3CCCC3)nn2)cc1OC,9%,0%,-6%,-18%,i,-6%,-1%,6%
CCOC(=O)N1N=C(c2ccccc2)CC1(O)C(F)(F)F (configuration not stated),1%,17%,1%,-14%,-5%,-4%,-2%,-4%
COc1cccc(CNCCNC(=O)c2nonc2N)c1,8%,13%,-5%&-14%,-18%&45%,2%,20%&-29%,-1%,6%
CC(C)(C)NC(=S)N1CCC2CC1c1c(Cl)cccc12 (configuration not stated),11%,-4%,-1%,6%,-14%,?,-2%,-11%
COc1cccc(C(O)c2nc(-c3cc(F)cc(F)c3)cs2)c1 (configuration not stated),2%,-14%,?,11%,-52%[inhibitor],16µM*,-6%,-11%
Cc1ccc(S(=O)(=O)CNC(=S)c2ccc3ccccc3c2)cc1,26%,-13%,-14%,.,-21%,-30%,10%,?
CC(C)N1CCN(Cc2ccc(OCc3ccccc3)cc2)CC1CCO (configuration not stated),10%,17%,-1%,9%,i,-20%,0%,-5%
Cc1nccc(-c2cccc(N/N=C(\C#N)C(=O)c3ccccc3)c2)n1,5%,-5%,5%,16%,-34%[inhibitor],14%,7%,-20%
CC1(N2CCOCC2)CC2(O)C(=[N+]1[O-])CCc1c2no[n+]1[O-] (configuration not stated),11%,-6%,5%,18%,i,-1%,11%,?
O=C(N/N=C/c1ccc([N+](=O)[O-])o1)c1cccc(S(=O)(=O)N2CCOCC2)c1,-4%,10%,1%,0%,i,-12%[9.22 µM],2%,-10%
Cc1cc(C)nc(/N=C(\N)Nc2ccc(C)c([N+](=O)[O-])c2)n1,0%,2%,1%,-2%,-5%,11%,1%,-14%
CS(=O)(=O)N(CC(=O)NCc1ccco1)c1cccc([N+](=O)[O-])c1,2%,7%,8%,-14%,i,-3%,-11%,0%
CC(OC(=O)C1CCN(S(=O)(=O)c2ccc(F)cc2)CC1)C(=O)NC1CCCCC1C (configuration not stated),5%,-4%,2%,10%,-36%[inhibitor],29%,1%,1%
Cc1ccc(S(=O)(=O)N(CC2CO2)c2ccccc2[N+](=O)[O-])cc1 (configuration not stated),5%,17%,1%,3%,-3%,-10%,2%,-7%
Cc1ccc(Cl)cc1N1CCN(S(=O)(=O)c2cnc[nH]2)CC1,0%,-1%,2%,-28%,i,5%,-11%,-25%
O=C(O)CN(C1CCCCC1)S(=O)(=O)c1ccc(F)cc1,6%,5%,-4%,-2%,i,-4%,2%,7%
Nc1ccc(-c2ccc(N)c([N+](=O)[O-])c2)cc1[N+](=O)[O-],-6%,-10%,1%,2%,-13%,-1%,-13%,-6%
Cc1ccc2c(c1)C(=O)OC(C(=O)Nc1ncc(Cc3ccc(C(C)C)cc3)s1)C2 (configuration not stated),.,.,-1%,-27%,i,13%,.,.
Cc1cn(CC(=O)NCc2ccccn2)c(=O)[nH]c1=O,1%,13%,-1%,-19%,i,7%,-4%,1%

# Complete entries from above. Screens in order: EPAC2 agonist, EPAC2 antagonist, aSyn rescue, FUS yeast rescue, PTHR1 ag, TDP43 rescue, EPAC1 agonist, EPAC1 antag
# COc1ccc(CCNC(=O)c2c(O)c3cccc4c3n(c2=O)CC4)cc1OC as listed: 1%, 3%, 3%, 6%, -14%[57.5 µM], -3%, 8%, 1%
# Cc1ccc(CNC(=O)CSc2ncc(S(=O)(=O)c3ccc(C)c(Cl)c3)c(=O)[nH]2)cc1 as listed: ., ., -3%, -12%, -9%, 23%, ., .
# Cc1ccc(Cl)cc1N1CCN(S(=O)(=O)c2cnc[nH]2)CC1 as listed: 0%, -1%, 2%, -28%, i, 5%, -11%, -25%
# CC(C)N1CCN(Cc2ccc(OCc3ccccc3)cc2)CC1CCO (configuration not stated) as listed: 10%, 17%, -1%, 9%, i, -20%, 0%, -5%

# More entries:
canonical_smiles,EPAC2 agonist,EPAC2 antagonist,aSyn rescue,FUS yeast rescue,PTHR1 ag,TDP43 rescue,EPAC1 agonist,EPAC1 antag
COc1ccc(-c2[nH]c(-c3cccc(OC)c3)nc2SCC(=O)NCc2ccco2)cc1,14%,-13%,0%,20%,i,12%,6%,-7%
Cc1ccnc(NC(=O)c2ccc(Cl)c([N+](=O)[O-])c2)c1,8%,8%,-4%,4%,-19%,8%,-6%,-23%
O=C(Cc1coc2cc(O)ccc12)N1CCN(S(=O)(=O)c2ccc(Br)cc2)CC1,13%,3%,1%,37%,-32%,16%,12%,-8%
CCOC(=O)CN1C(=O)COc2ccc(C(C)(C)C)cc21,-9%,0%,-8%,.,i,-1%,1%,-10%
CCOc1cc(S(=O)(=O)Nc2ccc(Cl)cn2)ccc1F,2%,-3%,10%,-51%,-78%[inhibitor],16%,5%,-6%
NNC(=O)c1cc2cc(Oc3ccccc3)ccc2[nH]1,1%,7%,1%,24%,-22%,10µM*,4%,-4%
Cc1cc(C(=O)Cn2cncn2)c(C)n1CCc1ccc(F)cc1,5%,0%,2%,40%,-5%[57.5 µM],18%,5%,9%
CCN1CCN(C(=O)c2ccc(N3CC4CC(C3)c3cccc(=O)n3C4)c(NC(=O)c3cc(OC)cc(OC)c3)c2)CC1 (configuration not stated),1%,1%,-1%,8%,i,-14%,16%,6%
CCN1C(=O)c2cccc3c(S(=O)(=O)N(C(C)=O)c4ccc(OC(C)=O)cc4)ccc1c23,4%,-10%,15%,15%,-39%[inhibitor],25%,-11%,-10%
O=C(c1ccc(-c2ccccc2)cc1)N1CCN(c2ncccn2)CC1,5%,-7%,15%,12%,-4%,21%,0%,-12%
CCN(CC)S(=O)(=O)c1ccc(NC(=O)Cn2cnc3ccccc3c2=O)cc1,0%,-3%,5%,19%,i,-1%,0%,-14%
Cn1c(=O)c2c(nc(N3CCc4ccccc4C3)n2C)n(C)c1=O,0%,9%,6%,-11%,-18%,14%,-5%,-9%
CC1CCC(NC(=O)Cn2c3c(c(-c4ccccc4Cl)cc2=O)CCC3)CC1 (configuration not stated),5%,-19%,4%,31%,-46%[inhibitor],-25%,-15%,?
CCOC(=O)C(=O)Nc1nnc(C2CCCCC2)s1,-5%,1%,5%,9%,i,14%,4%,-9%
Cn1c(=O)c2c(nc(Br)n2Cc2nnc(N)s2)n(C)c1=O,4%,6%,3%,12%,i,-6%,-9%,-3%
Cn1nc(-c2ccc(C(=O)Nc3ccc(F)cc3)cc2)c2ccccc2c1=O,5%,-4%,2%,13%&35%,-14%&-16%,-10%&22%,3%,-7%
Cc1ccc2c(c1)N(C(=O)CCC(=O)N1CCN(c3ccccn3)CC1)CC(C)O2 (configuration not stated),3%,8%,-5%,-9%,-15%,-3%,-2%,4%
O=C(O)c1cc(S(=O)(=O)N2CCOCC2)ccc1N1CCOCC1,-2%,2%,4%,21%,i,5%,7%,0%
O=C(NCc1ccco1)c1ccc(-c2ccc(Cl)cc2)o1,20%,-3%,-1%,-18%,-32%[inhibitor],?,13%,?
CCOc1ccc(NC(=O)/C(C#N)=C/c2cn(CC(=O)O)c3ccccc23)cc1,-2%,0%,6%,14%,i,0%,-1%,-3%
Cc1cccc(NC(=O)CCSc2ccccc2)c1C,3%,2%,0%,-26%,-36%[inhibitor],24%,-3%,-21%
Cc1ccc2c(Cl)c(C(=O)Nc3cccnc3)sc2c1,-6%,-6%,5%,.,-19%,10%,1%,8%
COc1ccc(S(=O)(=O)N2CCOCC2)cc1NC(=O)C1CC(=O)N(c2ccc3c(c2)OCCO3)C1 (configuration not stated),-3%,1%,2%,21%,-20%,29%,-5%,-8%
Cc1cc(C)nc(NC(=O)Cc2ccc(Br)cc2)n1,-4%,4%,-1%,8%,0%,22%,-4%,-7%
O=C(C(Cc1ccccc1)N1C(=O)C2C3C=CC(C3)C2C1=O)N1CCCCCC1 (configuration not stated),-1%,11%,-2%,20%,-5%[57.5 µM],2%,-3%,7%
Cc1ccc(S(=O)(=O)N(C)CC(=O)NCC(=O)Nc2ccc(F)c(F)c2F)cc1,-4%,-4%,-2%,23%,i,-25%,7%,-3%
CCOc1ccccc1N(CC(=O)Nc1ccc2c(c1)OCCO2)S(C)(=O)=O,-6%,-6%,4%,4%,i,11%,3%,-25%
Cc1ccccc1Cn1c2ccccc2c2cnn(CC(=O)N3CCN(c4ccccc4)CC3)c(=O)c21,3%,-3%,1%,8%,0%,23%,4%,-9%
N#Cc1c(N)nc2c(c1N)CC(C(F)(F)F)O2 (configuration not stated),7%,-8%,2%,-4%,2%,7%,2%,-13%
Cc1ccccc1Cn1cc(NC(=O)COc2ccccc2)cn1,11%,-7%,-4%,28%,-11%,12%,12%,-12%
